SUMO1 PPI mod: modulators of human SUMO1-mediated protein-protein interactions | P63165 | SUMO1 binding to a labelled peptide, TR-FRET, 1 h | inhibition, % at 20 µM | hit rate 0.33% among 360,000; in the data active = inhibition above about 37%
Target sequence (P63165 whole entry, looked up): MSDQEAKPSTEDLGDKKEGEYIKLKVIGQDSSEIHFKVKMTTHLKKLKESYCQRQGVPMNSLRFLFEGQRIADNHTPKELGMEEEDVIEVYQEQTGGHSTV
NadD inh: NadD (S. aureus) enzyme inhibition. purified NadD enzyme, colorimetric absorbance read-out. inhibition, % at 20 µM. hit rate 0.78% among 360,000; in the data active = inhibition above about 26%; also: some compounds past the cut are filed as inactive
DNMT1 inh: blocks human DNA methyltransferase DNMT1; hit rate 0.83% among 360,000; AID 588458; inhibition (reported as % activation of signal), % at 10 µM; DNMT1 molecular beacon, Hinp1I cleavage, fluorescence; in the data active = inhibition above about 50%
TbMetRS inhib: blocks T. brucei methionyl-tRNA synthetase activity; hit rate 0.4% among 360,000; purified T. brucei MetRS, ATP depletion, Kinase-Glo luminescence; inhibition, % at 11.9 µM;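 active = inhibition above a per-plate cutoff of the control wells' mean inhibition plus 3 SD, cut at about 5.5% in these data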;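 also: 0% = DMSO wells median and 100% = median of wells with control inhibitor compound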
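Measured by: Kinase-Glo luciferase luminescence reporting remaining unconsumed ATP. Material: purified T. brucei MetRS enzyme. Doses: 11.9 µM compound single dose, 0.9% DMSO. Medium: HEPES buffer containing pyrophosphatase, BSA, spermine, DTT. Times: 15 min preincubation, 2 h reaction, all 25 °C. Reagent: methionine, ATP and bulk E. coli tRNA.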
Neddyl block: cullin neddylation inhibition; TR-FRET cullin neddylation, biochemical; calls only at 25 µM; hit rate 0.58% among 360,000; in the data active = inhibition above about 36%
SKN-1 inh: inhibitors of C. elegans SKN-1; C. elegans VP596 Pgst-4::GFP/RFP ratio, acrylamide-induced, 24 h; inhibition, % at 21.8 µM; hit rate 0.49% among 360,000; AID 624304;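 active = interference check ratio from 0.5 to 1.5 plus GFP to RFP signal ratio inhibition reaching or exceeding a fixed threshold, cut at about 30% in these data, passing the limit was not always enough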; also: some compounds called inactive have numbers as strong as hits
Scp1 inh: Scp-1 (human) phosphatase inhibition; Q9GZU7; Recombinant Scp1, phosphopeptide, malachite green phosphate absorbance; inhibition, % at 20 µM; hit rate 0.88% among 340,000; AID 493091;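 active = inhibition above about 50% at 20 µM, limit read from the data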;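 also: plate controls were DMSO wells with enzyme for no effect and wells lacking enzyme for full effect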
Target sequence (Q9GZU7 76-261 limits assumed): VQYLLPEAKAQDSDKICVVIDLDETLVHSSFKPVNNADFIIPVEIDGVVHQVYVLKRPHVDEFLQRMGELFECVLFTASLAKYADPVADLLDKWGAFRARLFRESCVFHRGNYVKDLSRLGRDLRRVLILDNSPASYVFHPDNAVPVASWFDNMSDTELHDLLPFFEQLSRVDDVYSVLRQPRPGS
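System: SCP-1 catalytic domain; Reagent: Phospho 17-mer peptide substrate; Doses: one concentration, 20 µM, with 1.0% DMSO; Incubation: 45 min room-temperature reaction, 5 min colour, 30 min stabiliser; Signal: Phosphate-binding colour reagent, absorbance read at 630 nm.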
STEP inh: inhibitors of human striatal-enriched phosphatase STEP. P54829. recombinant STEP, OMFP fluorogenic substrate, fluorescence. inhibition, % at 20 µM. hit rate 0.25% among 360,000. AID 588621;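 active = inhibition at 20 µM, scaled per plate between control wells, above about 37%, limit read from the data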;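 also: 0% = DMSO with enzyme and substrate and 100% = substrate only without enzyme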
Target sequence (P54829 whole entry, looked up): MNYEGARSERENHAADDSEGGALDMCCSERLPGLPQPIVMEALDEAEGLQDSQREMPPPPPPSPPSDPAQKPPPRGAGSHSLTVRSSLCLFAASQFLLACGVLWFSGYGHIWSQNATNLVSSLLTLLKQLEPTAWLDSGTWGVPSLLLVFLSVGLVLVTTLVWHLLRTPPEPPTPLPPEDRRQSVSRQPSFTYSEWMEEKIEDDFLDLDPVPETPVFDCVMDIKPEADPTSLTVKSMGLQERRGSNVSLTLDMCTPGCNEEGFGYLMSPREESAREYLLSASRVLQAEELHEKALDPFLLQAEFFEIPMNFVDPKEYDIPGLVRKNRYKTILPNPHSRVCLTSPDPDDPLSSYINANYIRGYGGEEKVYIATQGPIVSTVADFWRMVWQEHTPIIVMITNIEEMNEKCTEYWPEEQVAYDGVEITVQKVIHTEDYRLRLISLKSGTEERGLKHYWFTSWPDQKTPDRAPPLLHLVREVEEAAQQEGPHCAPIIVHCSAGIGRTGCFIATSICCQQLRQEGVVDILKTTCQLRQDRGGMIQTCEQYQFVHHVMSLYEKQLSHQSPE
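Also added – OMFP at 25 µM · Test system – STEP tyrosine phosphatase · Technique – FITC-channel fluorescence of OMFP product · Schedule – 20 min at room temperature, dark · Evaluation – control-normalized % inhibition with plate pattern correction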
CendR NRP1 mod: alters CendR peptide binding to human NRP-1; FAM-RPARPAR peptide binding to NRP-1, fluorescence polarization; hit rate 0.85% among 360,000; inhibition, % at 25 µM;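 active = inhibition or corrected inhibition above about 18%, plus a signal ratio from 0.5 to 1.5, limit read from the data, passing the limit was not always enough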; also: strong numbers were not always called active
LMPTP block: blocks human LMPTP phosphatase | P24666 | recombinant LMPTP-A, OMFP fluorogenic substrate, fluorescence intensity | inhibition, % at 20 µM | hit rate 0.22% among 360,000;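 active = compounds that cut the enzyme signal by at least half of the control window in the single-dose screen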;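 also: plate controls were DMSO wells with enzyme plus substrate for no effect and substrate without enzyme for full effect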
Target sequence (P24666 whole entry, looked up): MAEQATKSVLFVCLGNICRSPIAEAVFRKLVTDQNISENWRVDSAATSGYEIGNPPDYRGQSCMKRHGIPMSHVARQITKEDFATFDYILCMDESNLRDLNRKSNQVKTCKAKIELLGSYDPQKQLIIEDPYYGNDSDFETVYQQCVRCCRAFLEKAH
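Material: LMPTP-A; amount: 0.625 nM enzyme; doses: single 20 µM dose; times: reaction 50 min, room temperature, dark; technique: fluorescence intensity of OMFP turnover product; benchmarks: no-enzyme and uninhibited controls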
Active calls of the source: *; i = inactive; x = no result given; & = joins results of further samples. Compounds were not picked by outcome; overall some 4.6% were active at least once.

SMILES | SUMO1 PPI mod | NadD inh | DNMT1 inh | TbMetRS inhib | Neddyl block | SKN-1 inh | Scp1 inh | STEP inh | CendR NRP1 mod | LMPTP block
CCN(CC)CCN=C1CCCc2ccccc2N1 | -2 | -2 | 2 | -0.7 | i | -17 | 0 | 0 | 18 | -10
CCc1ccc(-n2c(=O)c3ccc(C(=O)NCCc4ccccc4)cc3n(CC(N)=O)c2=O)cc1 | -9 | 3 | -4 | -0.1 | i | 24 | -9 | -3 | -5 | 0.8
O=C1OC2CC3CC1CC(O)(C3)C2 (stereo unspecified) | -1 | -2 | 4 | -1.0 | i | -20 | -4 | -1 | 0 | -0.2
CCC(C)(C)n1nnnc1CN(Cc1ccco1)Cc1cc2cc3c(cc2[nH]c1=O)OCO3 | -2 | 11 | -5 | 0.0 | x | 11 | -12 | 1 | -28 | 1.1
COCCNC(=O)C1CCCN(C(=O)c2nc3ccccc3s2)CC1 (stereo unspecified) | -1 | 4 | 0 | -0.3 | i | 2 | x | 0 | -4 | -0.2
CCn1cc(CN2CCCC(CNS(=O)(=O)c3cccc4cccnc34)C2)cn1 (stereo unspecified) | -1 | 1 | 1 | -0.3 | i | -5 | -11 | -2 | 12 | 1.2
CCOC(=O)CSc1ccc(S(=O)(=O)N2CCCCC2)cc1[N+](=O)[O-] | -14 | -15 | 2 | 0.5 | i | 6 | -8 | 2 | 6 | 1.3
COC(=O)c1ccccc1NC(=O)c1cc(-c2ccc(O)cc2)on1 | 33 | -1 | 14 | -0.6 | x | 1 | -1 | -3 | -4 | -0.8
Cc1cccc(NC(=O)COC(=O)c2cc(C)oc2C)c1 | 0 | -1 | 1 | -0.7 | i | 6 | -2 | 1 | 7 | 1.5
O=C1c2ccccc2NC(c2ccco2)N1/N=C/c1ccco1 (stereo unspecified) | -13 | 1 | -1 | -0.2 | i | 14 | -3 | 2 | 18* | -0.4

Continued; the last 2 above are carried over.
SMILES | SUMO1 PPI mod | NadD inh | DNMT1 inh | TbMetRS inhib | Neddyl block | SKN-1 inh | Scp1 inh | STEP inh | CendR NRP1 mod | LMPTP block
Cc1cccc(NC(=O)COC(=O)c2cc(C)oc2C)c1 | 0 | -1 | 1 | -0.7 | i | 6 | -2 | 1 | 7 | 1.5
O=C1c2ccccc2NC(c2ccco2)N1/N=C/c1ccco1 (stereo unspecified) | -13 | 1 | -1 | -0.2 | i | 14 | -3 | 2 | 18* | -0.4
NS(=O)(=O)c1ccc(NC(=O)NC2CC(=O)N(c3ccc4c(c3)OCCO4)C2)cc1 (stereo unspecified) | 2 | 0 | 1 | -0.1 | i | 10 | -6 | 0 | 4 | -2.2
CCCCNC(=O)C1CC(=O)N(C2CCCCC2)C1 (stereo unspecified) | -3 | 3 | 9 | -0.9 | i | 10 | -8 | -3 | 1 | -0.7
CCOc1ccc([N+](=O)[O-])cc1CNC1CCCCCCC1 | -23 | 3 | 6 | -0.1 | i | -3 | -6 | 1 | 5 | -0.8
O=C1/C(=C/c2ccco2)CCc2ccccc21 | -19 | -4 | -4 | -0.7 | i | 65* | -10 | 1 | -20 | -0.2
CC(C)(C)c1ccc(CCC2OCC(C[N+]3(C)CCOCC3)O2)cc1 (stereo unspecified) | 0 | 11 | 0 | 0.1 | i | 24 | 38 | -2 | 2 | -3.0
C#CCNC(=O)C1=C[C@@H](c2ccc(Br)cc2)C[C@@H](OCCCCO)O1 | -5 | 6 | -31 | 0.0 | i | 18 | -4 | -1 | -5 | 0.3
Cc1ccccc1NS(=O)(=O)c1cc(C(=O)NCCC2=CCCCC2)ccc1Cl | 2 | -4 | -4 | 2.0 | i | 0 | -13 | -1 | 3 | 2.7
N#CCSCC(=O)Nc1ccc(Br)cc1 | 3 | -7 | 6 | 0.5 | i | -1 | -6 | 2 | -3 | 0.0
CC1CCc2cccc3c(O)cc(=O)n1c23 (stereo unspecified) | -2 | 4 | 2 | 0.6 | i | -2 | -11 | 4 | -4 | -3.9
CC(=O)NNC(=S)NC(=O)c1cccc([N+](=O)[O-])c1 | -16 | 3 | 7 | -1.0 | i | -9 | 13 | -3 | 4 | 36
CCNC(=O)C(=O)NCc1ccncc1 | 5 | 0 | -4 | 0.6 | i | -2 | -4 | -2 | 0 | -0.6
COc1ccc(CCN2CC(C(=O)OCC(=O)c3c(N)n(CC(C)C)c(=O)n(C)c3=O)CC2=O)cc1OC (stereo unspecified) | 21 | -1 | 9 | -0.6 | i | -5 | x | -4 | 8 | 0.4
Cc1ccc(NC(=O)CCc2nnc3ccc(N4CCN(C)CC4)nn23)cc1F | -4 | -6 | 2 | 0.3 | i | 10 | -9 | 0 | 0 | 0.4
CC(=O)/C(N=Nc1ccc(OC(F)(F)F)cc1)=C(\C)O | -14 | -7 | -1 | 0.0 | i | -2 | -18 | 2 | -2 | 1.2
O=C(COC(=O)c1cc([N+](=O)[O-])ccc1NCCO)Nc1ccc2c(c1)OCO2 | -14 | -1 | -10 | -0.3 | i | 1 | -7 | -3 | -13 | 1.4
Cc1ccc(OCC(=O)Nc2ccc(O)c(C(=O)O)c2)cc1C | 1 | 5 | -4 | -0.7 | x | 21 | -3 | -6 | -2 | -0.5
CCCCNC(=O)c1ccc(CNc2c(N3CCC(C(=O)OCC)CC3)c(=O)c2=O)cc1 | -3&-2 | 2&12 | -4&1 | 0.0&-1.7 | i | 9&-6 | -3&-4 | 0&-1 | 0&-6 | -0.7&-1.0
COc1ccc(C(C)C)cc1S(=O)(=O)Nc1ccncc1 | 1 | -2 | 5 | 0.1 | i | 8 | -11 | -2 | -2 | -1.5
O=C(CN(C(=O)CSc1nc2ccccc2o1)c1ccccc1)NC1CCCCC1 | 1 | -3 | 1 | -0.3 | i | 1 | -6 | 3 | 13 | -0.1
COc1ccc(N/C=C(\C(C)=O)c2ccc(OC)c(OC)c2)cc1OC | -4 | -4 | -4 | -0.6 | i | 2 | -1 | -1 | 2 | -2.0
Cc1cc(C)c(NC(=O)CSc2nc3ncc(Br)cc3[nH]2)c(C)c1 | -33 | -5 | 7 | 1.4 | i | 1 | -6 | 3 | 11 | -0.2
CCC(=O)N1CCN(c2cc(N3CCCC3)c(F)cc2[N+](=O)[O-])CC1 | -41 | -5 | 2 | -0.2 | i | 3 | 9 | 4 | -4 | 2.3
CCN(CC)S(=O)(=O)c1ccc(O)c(C(=O)OCC(=O)N2CCCc3ccccc32)c1 | 4 | -2 | 1 | -0.2 | i | -2 | x | 2 | 4 | -0.4
Nc1ccc2cccc(O)c2c1 | 17 | 41* | 49 | 0.0 | i | 5 | 56* | 2 | 28* | 17
Cc1cccc(OCC(O)CN2CCN(C3CCCCC3)CC2)c1 (stereo unspecified) | 0 | -3 | 0 | -1.2 | i | -18 | 0 | 4 | 8 | -7.4
CCOc1ccccc1NC(=O)C1CCN(C(=O)c2cccs2)CC1 | 1 | -1 | 1 | -1.1 | i | -3 | -1 | -4 | -1 | -0.4
CC(C)N(C(=O)CSc1nc(Cc2ccccc2)nc2ccccc12)C(C)C | 5 | -2 | 0 | -0.7 | i | -11 | 1 | 6 | -4 | 2.3
CSc1ncccc1C(=O)OCC(=O)N1CC(=O)Nc2ccccc21 | 1 | 0 | 1 | 0.3 | i | -3 | 6 | -1 | -8 | 0.1
COc1ccc(Cl)cc1NC(=O)CN(C)C(=O)CNC(=O)C12CC3CC(CC(C3)C1)C2 | -1 | 4 | -1 | -0.5 | i | 6 | -2 | -2 | -12 | -0.1
CC1(C)c2[nH]c3ccccc3c2C[C@@H]2C(=O)N(Cc3ccccc3)C(=O)N21 | 2 | 3 | -5 | -0.3 | i | 6 | -6 | -1 | 14 | 1.9
COc1ccc(C2/C(=C(/O)c3ccc4c(c3)CC(C)O4)C(=O)C(=O)N2CCCN2CCOCC2)cc1OC (stereo unspecified) | -1 | -1 | 1 | -0.4 | i | -1 | -7 | 2 | 3 | -3.0
CCOc1cccc(CN2CCCC(N3CCc4ccccc4C3)C2)c1O (stereo unspecified) | -5 | -3 | -2 | 1.0 | i | 1 | -3 | 1 | -7 | 3.5
COc1ccccc1N(CC(=O)NCCSc1ccccc1)S(C)(=O)=O | 1 | 5 | 3 | -1.2 | i | -1 | -3 | -1 | 8 | -1.9
CC(C)=NOC(=O)c1c(C)noc1-c1snnc1C | -16 | 2 | 1 | 0.0 | i | 5 | -4 | 2 | 4 | -0.4
CC1CCN(C(=O)NC(=O)c2ccc(Cl)cc2)CC1 | 4 | -1 | 1 | -0.4 | i | 5 | -5 | 5 | 1 | -0.7
O=C(NCCS(=O)(=O)N1CCN(c2ccccc2F)CC1)C1CC(=O)N(c2ccccc2)C1 (stereo unspecified) | -1 | 3 | -1 | -0.3 | i | 5 | -7 | -2 | 12 | -0.1

Compounds listed so far containing an aryl methoxy group, in the order listed:
SMILES | SUMO1 PPI mod | NadD inh | DNMT1 inh | TbMetRS inhib | Neddyl block | SKN-1 inh | Scp1 inh | STEP inh | CendR NRP1 mod | LMPTP block
COc1ccc(CCN2CC(C(=O)OCC(=O)c3c(N)n(CC(C)C)c(=O)n(C)c3=O)CC2=O)cc1OC (stereo unspecified) | 21 | -1 | 9 | -0.6 | i | -5 | x | -4 | 8 | 0.4
COc1ccc(C(C)C)cc1S(=O)(=O)Nc1ccncc1 | 1 | -2 | 5 | 0.1 | i | 8 | -11 | -2 | -2 | -1.5
COc1ccc(N/C=C(\C(C)=O)c2ccc(OC)c(OC)c2)cc1OC | -4 | -4 | -4 | -0.6 | i | 2 | -1 | -1 | 2 | -2.0
COc1ccc(Cl)cc1NC(=O)CN(C)C(=O)CNC(=O)C12CC3CC(CC(C3)C1)C2 | -1 | 4 | -1 | -0.5 | i | 6 | -2 | -2 | -12 | -0.1
COc1ccc(C2/C(=C(/O)c3ccc4c(c3)CC(C)O4)C(=O)C(=O)N2CCCN2CCOCC2)cc1OC (stereo unspecified) | -1 | -1 | 1 | -0.4 | i | -1 | -7 | 2 | 3 | -3.0
COc1ccccc1N(CC(=O)NCCSc1ccccc1)S(C)(=O)=O | 1 | 5 | 3 | -1.2 | i | -1 | -3 | -1 | 8 | -1.9

Assay outcomes as filed in PubChem BioAssay.
